RAD52 anneal inh: RAD52 DNA annealing inhibitors, primary screen, biochemical, FRET, single point, set 2; actives 0.46% (n = 360,000); recombinant RAD52 DNA annealing, FRET fluorescence; AID 651710, 2012; inhibition, % at 18.7 µM; DNA repair protein RAD52 homolog (Homo sapiens), P43351;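 active = every replicate showing at least 50% inhibition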
Xi reactivation: activators of inactive X chromosome reactivation, primary screen, imaging, XiGFP fibroblasts, GFP high-content imaging, set 2; AID 743238, 2013; activation, % at 7.58 µM; XiGFP mouse fibroblasts, % GFP-positive cells imaging, 3 d; cells co-treated with 5-aza-dC sensitizer; scaled so ellipticine positive control = 100%; actives 0.055% (n = 360,000);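 active = mean normalized replicate activation at least 10% and every replicate at or above 10%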;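 also: 0% = median of on-plate neutral control wells and 100% = ellipticine 6 µM median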
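material = 68-5-11 XiGFP fibroblast line | medium = DMEM plus 5-aza-dC sensitizer | schedule = 3 days compound exposure | benchmarks = positive control ellipticine, 6 µM final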
S100A4 MyoIIA: inhibitors of S100A4-myosin IIA peptide binding, primary screen, biochemical, fluorescence polarization, TAMRA-MyoIIA peptide | Protein S100-A4 (Homo sapiens), P26447 | inhibition, % at 10.7 µM | actives 0.14% (n = 360,000) | AID 652163, 2013;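 active = mean inhibition of at least 70% across replicates, with every replicate also reaching that level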
Target sequence (P26447 whole entry, looked up): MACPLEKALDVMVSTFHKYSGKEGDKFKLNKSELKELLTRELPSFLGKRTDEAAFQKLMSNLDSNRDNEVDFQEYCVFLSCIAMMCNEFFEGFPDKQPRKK
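Material: human S100A4 monomer with TAMRA-labelled myosin IIA peptide; buffer or medium: HEPES pH 7.2 with CaCl2, KCl, NaCl, DTT, Triton; compound dosing: one concentration per compound; schedule: 5 min incubation before reading; benchmarks: neutral control DMSO, positive control TFP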
E-sel inducer: E-selectin induction in HUVECs, primary screen, imaging, HUVEC, immunofluorescence imaging, single point. P16581. normalized: neutral wells 0, TNF-alpha wells 100. activation, % at 7.58 µM. actives 0.37% (n = 260,000). AID 686992, 2013;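 active = mean E-selectin-positive cell signal at least 10% of the positive control, reached in at least 60% of replicates, without over 20% cell loss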;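 also: in these data hits start at about 27%; measured in HUVEC primary endothelial cells; signal is the percent of cells scored E-selectin positive by PE staining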
Target sequence (P16581 whole entry, looked up): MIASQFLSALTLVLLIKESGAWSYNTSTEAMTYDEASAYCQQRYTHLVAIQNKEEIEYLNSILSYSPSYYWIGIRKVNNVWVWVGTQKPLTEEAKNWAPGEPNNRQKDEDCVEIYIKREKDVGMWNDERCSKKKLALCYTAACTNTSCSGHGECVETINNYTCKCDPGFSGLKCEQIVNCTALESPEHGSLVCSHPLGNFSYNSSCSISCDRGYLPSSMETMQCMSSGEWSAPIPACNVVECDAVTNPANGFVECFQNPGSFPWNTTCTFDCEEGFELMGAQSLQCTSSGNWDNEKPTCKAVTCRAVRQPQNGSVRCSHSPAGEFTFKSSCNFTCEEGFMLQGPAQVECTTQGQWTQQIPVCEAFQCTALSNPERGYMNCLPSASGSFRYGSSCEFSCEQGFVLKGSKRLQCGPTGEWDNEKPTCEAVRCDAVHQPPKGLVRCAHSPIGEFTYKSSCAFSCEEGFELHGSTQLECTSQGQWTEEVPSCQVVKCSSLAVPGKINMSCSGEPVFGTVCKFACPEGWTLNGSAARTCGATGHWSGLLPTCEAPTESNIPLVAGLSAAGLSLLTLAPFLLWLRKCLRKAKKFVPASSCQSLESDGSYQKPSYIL
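System: HUVEC / Compound: single concentration / Signal: immunofluorescence imaging / Read-out: percent E-selectin-positive cells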
EWS-Fli inh: EWS/Fli-driven NR0B1 reporter inhibitors, primary screen, A673 cells, NR0B1 luciferase, luminescence, MLPCN library; AID 651661, 2012; viability-normalised; actives 0.67% (n = 350,000); inhibition, % at 12.6 µM;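 active = mean inhibition of at least 50% after viability correction, with every replicate also passing that limit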;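 also: firefly luciferase signal divided by Alamar Blue viability fluorescence both relative to DMSO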
RAD54 branch: inhibitors of human RAD54 branch migration, primary screen, biochemical, fluorescence, single point | DNA repair and recombination protein RAD54-like (Homo sapiens), Q92698 | RAD54 Holliday junction branch migration, FAM/BHQ fluorescence | inhibition, % at 10.4 µM | actives 0.14% (n = 360,000) | AID 602329, 2012;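 active = mean normalized replicate activity at least 40 and at least half of replicates scoring 40 or more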;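 also: 0% = median of neutral control wells and 100% = median of positive control wells; inhibitors cause a drop in the FAM fluorescence signal; in these data hits start at about 50%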
esBAF inh: Bmi1 luciferase reporter increase in mESCs, primary screen, esBAF inhibitor project, mouse ES cells, Bmi1 luciferase knock-in, single point; 24 h; 100% = twice the neutral-well signal; reporter increase, % at 12.5 µM; actives 2% (n = 350,000); AID 602393, 2012; in the data active = activation above about 40%;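 also: 0% = median of the plate's neutral control wells and 100% = double that signal; a rise in the Bmi1 reporter signal indicates esBAF inhibition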
FN deposit inh: inhibitors of fibronectin matrix deposition, primary screen, AH1F cells, Alexa488-fibronectin fluorescence, plate reader; inhibition, % at 12.6 µM; AH1F fibroblasts, overnight; actives 0.086% (n = 350,000);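 active = mean inhibition across replicates of 30% or more, regardless of how many single replicates reach that level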;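 also: positive control wells lacked labelled fibronectin entirely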
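material = AH1F fibroblast monolayer depositing Alexa488-labelled fibronectin into matrix | amount = 10000 AH1F cells/well | buffer or medium = DMEM plus 2% serum, read in PBS | incubation = 1 h cell adhesion before compound, then overnight fibronectin incubation | detection = fluorescence at 485 nm excitation, 525 nm emission | evaluation = percent inhibition as loss of matrix-bound fibronectin fluorescence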
Numbers without * were called inactive; / = not tested or not shown.

SMILES	RAD52 anneal inh	Xi reactivation	S100A4 MyoIIA	E-sel inducer	EWS-Fli inh	RAD54 branch	esBAF inh	FN deposit inh
C=CCOc1cccc(CNc2ccc3[nH]c(=O)[nH]c3c2)c1	-22	0.1	3	3.0	9	-3	-2	-19
CCCC(=O)Nc1ccc2c(c1)OC[C@H](C)N(C(C)=O)C[C@H](C)[C@@H](OC)CN(C)C2=O	2	0.0	-3	0.0	/	/	/	10
C#CCOCCOCCOCCNc1nc(N2CCN(C(=O)[C@H](CCCN=C(N)N)n3cc(C(N)[C@@H](C)CC)nn3)CC2)nc(N2CCN(C(=O)[C@H](CCC(=O)O)n3cc([C@@H](N)[C@H](C)CC)nn3)CC2)n1 (stereo not given in full)	36	0.0	-2	0.0	6	-15	-1	-4
CCN(CC)C(=O)CSc1nc(C)cc(C)c1C#N	-7	0.0	3	9.2	-41	2	-5	13
Cc1ccc(NC(=S)N(CCN(C)C)C(C)c2ccco2)c(C)c1 (stereo not given)	-13	0.1	1	0.0	-2	9	-5	18
CS(=O)(=O)Nc1ccc2c(c1)[C@H]1C[C@H](CC(=O)NCc3ccncc3)O[C@@H](CO)[C@H]1O2	9	0.0	-8	-0.2	-4	4	2	/
COc1ccccc1-c1ccc2c(c1)[C@H]1[C@H](CCN1C(=O)C1CCCCC1)[C@@H](CO)N2	-16	-0.1	1	-0.1	9	-10	4	4
CN(CC(=O)Nc1ccccc1Cl)C(=O)COC(=O)Cc1c(F)cccc1Cl	-3	0.2	-11	0.5	-1	15	-1	/
Cc1cc(C(=O)Nc2ccc3c(c2)C(=O)N(C)[C@@H]2CC[C@H](CC(=O)NC4CCCC4)O[C@@H]2CO3)no1	6	0.1	0	0.0	-1	6	-2	-14
CCN(CC)S(=O)(=O)c1ccc2[nH]c(=O)cc(C(=O)N(C)C3CCS(=O)(=O)C3)c2c1 (stereo not given)	-10	0.2	-12	2.0	2	1	4	-1
CO[C@@H]1CN(C)C(=O)c2ccc(NC(=O)NC(C)C)cc2OC[C@H](C)N(Cc2cncnc2)C[C@@H]1C	/	0.1	/	0.0	0	/	0	-3
O=C(O)c1cccnc1C(=O)c1ccccc1	-8	0.1	-4	0.2	-4	-5	-8	1
C[C@H]1CN([C@@H](C)CO)C(=O)c2cc(NS(=O)(=O)c3cn(C)cn3)ccc2O[C@@H]1CN(C)S(=O)(=O)c1ccccc1	9	-1.2	6	-0.1	-3	-3	4	/
CC1CC(C)C(=O)C(C(CC2CC(=O)NC(=O)C2)OC(=O)CC(=O)c2ccccc2)C1 (stereo not given)	-14	0.5	-4	-0.3	2	4	-59	6
O=C(C[C@H]1CC[C@H]2[C@@H](COC[C@@H](O)CN2C(=O)c2ccncc2)O1)NCc1cc(F)cc(F)c1	13	0.3	2	-0.1	4	-4	-5	-4
CC(=O)c1ccc(OC(C)C(=O)OCC(=O)NCCc2ccccc2)cc1 (stereo not given)	-1	0.2	2	/	3	5	0	5
Oc1ccc(/C=N/Nc2nc(N3CCCC3)nc(N3CCCC3)n2)cc1O	-5	0.0	2	/	19	6	8	18
CCCCC(=O)Nc1ccc2c(c1)nc(CCNC(=O)c1ccco1)n2C	-4	0.2	-3	0.5	/	/	12	-1
COc1ccc(/C=C/C(=O)OCC(=O)N(C)c2c(N)n(Cc3ccccc3)c(=O)[nH]c2=O)cc1OC	-18	0.1	8	-0.2	-2	-9	2	14
Cc1cc(C(=O)Nc2c[nH]c(=O)[nH]c2=O)ccc1[N+](=O)[O-]	-4	0.1	9	0.8	9	/	/	-7
O=C(NCC[C@@H]1CC[C@H](NC(=O)C2CCC2)[C@H](CO)O1)c1cc(Cl)cc(Cl)c1	4	-1.2	3	0.0	6	-9	1	5
CC(C)CC(NC(N)=O)C(=O)Nc1ccc2c(c1)OCO2 (stereo not given)	9	-0.2	-2	-1.1	-13	/	/	-10
O=C(NCc1ccc(OC(F)(F)F)cc1)C1CC(c2ccccc2C(F)(F)F)=NO1 (stereo not given)	-14	0.2	3	0.0	0	0	0	-6
CCCOc1ccc(F)cc1-c1cc(C(=O)Nc2ccc(C)c(NS(C)(=O)=O)c2)[nH]n1	-10	-0.1	-3	0.5	12	-3	9	-2
Cc1cc(C)nc(Nc2nc3ccccc3s2)n1	-12	0.0	2	2.7	-76	/	/	12
CN(Cc1ccccc1)C(=O)c1ccc(NC(=O)Cc2cccc(NC(=O)C3CCN(C(=O)C4CC4)CC3)c2)cc1	5	0.1	-5	/	-2	5	-3	0
O=C(Nc1ccnn1C1CCN(C(=O)Cc2ccccc2F)CC1)C1CC1	-16	0.0	2	1.0	-3	-1	7	5
O=C(O)c1c(-c2ccccc2)c(-c2ccccc2)nc2ccccc12	-8	0.0	-3	/	-7	/	6	2
CCN1CCN(C(=S)Nc2cc(S(=O)(=O)N(CC)CC)ccc2C)CC1	-9	0.0	-2	/	3	/	/	0
CC(C)(C)C1CCc2c(sc3ncn(N)c(=N)c23)C1 (stereo not given)	-9	0.0	1	-0.1	21	9	9	-8

3 entries from above, arranged by the number in S100A4 MyoIIA, largest number first:
| SMILES | RAD52 anneal inh | S100A4 MyoIIA | esBAF inh |
| --- | --- | --- | --- |
| O=C(NCC[C@@H]1CC[C@H](NC(=O)C2CCC2)[C@H](CO)O1)c1cc(Cl)cc(Cl)c1 | 4 | 3 | 1 |
| CCN1CCN(C(=S)Nc2cc(S(=O)(=O)N(CC)CC)ccc2C)CC1 | -9 | -2 | / |
| CN(Cc1ccccc1)C(=O)c1ccc(NC(=O)Cc2cccc(NC(=O)C3CCN(C(=O)C4CC4)CC3)c2)cc1 | 5 | -5 | -3 |

5 records picked at random from the list so far:
SMILES	RAD52 anneal inh	Xi reactivation	S100A4 MyoIIA	E-sel inducer	EWS-Fli inh	RAD54 branch	esBAF inh	FN deposit inh
Cc1cc(C)nc(Nc2nc3ccccc3s2)n1	-12	0.0	2	2.7	-76	/	/	12
CCCOc1ccc(F)cc1-c1cc(C(=O)Nc2ccc(C)c(NS(C)(=O)=O)c2)[nH]n1	-10	-0.1	-3	0.5	12	-3	9	-2
CCCCC(=O)Nc1ccc2c(c1)nc(CCNC(=O)c1ccco1)n2C	-4	0.2	-3	0.5	/	/	12	-1
O=C(O)c1c(-c2ccccc2)c(-c2ccccc2)nc2ccccc12	-8	0.0	-3	/	-7	/	6	2
CCN1CCN(C(=S)Nc2cc(S(=O)(=O)N(CC)CC)ccc2C)CC1	-9	0.0	-2	/	3	/	/	0

More records
SMILES	RAD52 anneal inh	Xi reactivation	S100A4 MyoIIA	E-sel inducer	EWS-Fli inh	RAD54 branch	esBAF inh	FN deposit inh
Cc1nc(-c2cccc(NC(=O)C3CCCCC3)c2)cs1	2	/	-3	0.3	1	-1	2	5
Cc1ccc(C(=O)NC2CCN(CCCC(=O)c3ccc(F)cc3)CC2)cc1	-27	0.0	1	/	13	-1	-1	-5
COc1ccc(S(=O)(=O)N2CCCOC2CNC(=O)C(=O)NC2CCCC2)cc1 (stereo not given)	-1	0.1	14	0.9	/	-2	-2	/
CCc1nnc(NC(=O)CSc2nnc(-c3ccccc3O)o2)s1	-22	0.0	-4	/	-30	-1	32	4
CCc1cc(=O)[nH]c(-n2[nH]c(-c3ccccc3)cc2=O)n1	-49	0.0	-46	/	-3	/	13	4
O=C(/C=C/c1cccs1)Nc1ccncc1	-10	0.0	10	-0.6	-65	/	/	3
N#CC(C#N)=Cc1cnc(N2CCN(c3ccccc3)CC2)s1	-47	0.1	17	/	-10	-6	8	12
C[C@H](O)[C@@H]1C(=O)N2CCc3c([nH]c4ccccc34)[C@@H]2C[C@@H]1N(C)C(=O)NC1CCCCC1	-19	0.0	-8	1.2	-5	/	4	-13
CNC[C@H]1Oc2ccc(NC(=O)Nc3c(C)noc3C)cc2C(=O)N([C@H](C)CO)C[C@@H]1C	3	0.7	-25	0.1	4	14	-4	7
O=[N+]([O-])c1ccc(S(=O)(=O)NCC2CC3CCC2C3)cc1 (stereo not given)	-14	-0.1	-2	/	3	-6	1	2
NS(=O)(=O)c1ccc(NC(=S)NC(=O)c2cccnc2)cc1	-12	0.0	0	/	-1	/	/	-2
Cn1c(=O)c2nc(NCc3ccccc3)sc2n(C)c1=O	-1	0.0	5	0.2	4	0	5	-6
C[C@H](CO)N1C[C@H](C)[C@@H](CN(C)C(=O)Nc2ccc(F)cc2)Oc2ncc(C#CC3CC3)cc2C1=O	5	-1.0	38	0.1	-6	-9	1	/
CCCCS(=O)(=O)N1CCCc2nc(-c3ccc(Br)cc3)ccc21	-11	0.9	-1	0.1	-3	/	/	-2
O=C(O)C[C@@H]1C[C@@H]2c3cc(NC(=O)Nc4ccc(C(F)(F)F)cc4)ccc3O[C@@H]2[C@@H](CO)O1	/	0.0	/	0.2	-11	/	3	-4

Part of the list above, with each value named:
> CCN(CC)C(=O)CSc1nc(C)cc(C)c1C#N
- RAD52 anneal inh: -7
- Xi reactivation: 0.0
- S100A4 MyoIIA: 3
- E-sel inducer: 9.2
- EWS-Fli inh: -41
- RAD54 branch: 2
- esBAF inh: -5
- FN deposit inh: 13
> C[C@H](CO)N1C[C@H](C)[C@@H](CN(C)C(=O)Nc2ccc(F)cc2)Oc2ncc(C#CC3CC3)cc2C1=O
- RAD52 anneal inh: 5
- Xi reactivation: -1.0
- S100A4 MyoIIA: 38
- E-sel inducer: 0.1
- EWS-Fli inh: -6
- RAD54 branch: -9
- esBAF inh: 1
- FN deposit inh: /

The list goes on:
SMILES	RAD52 anneal inh	Xi reactivation	S100A4 MyoIIA	E-sel inducer	EWS-Fli inh	RAD54 branch	esBAF inh	FN deposit inh
Cc1cc(C)n(CC(C)(O)c2ccccc2)n1 (stereo not given)	-13	0.1	6	0.3	-7	-5	-3	5
Cc1ccccc1NC(=O)Nc1ccc2c(c1)C(=O)N(C)[C@@H]1CC[C@H](CC(=O)NCC3CC3)O[C@@H]1CO2	9	0.1	2	0.1	-8	-9	-1	2
O=C(CCS(=O)(=O)c1ccc2c(c1)NC(=O)CS2)NCCc1ccccc1	-36	0.0	-1	-0.2	/	-2	-5	7
O=S(=O)(N=C1C=CC(=NS(=O)(=O)c2ccccc2)c2ccccc21)c1ccccc1	4	0.2	11	-0.1	-3	-6	-3	4
C/C(=N/N1CCN(Cc2cccc3ccccc23)CC1)c1cccnc1	-15	-0.1	-6	-0.2	1	-1	6	-1
CC1=C(c2ccccc2)C(O)(c2ccccc2)C(C)C1=O (stereo not given)	22	0.0	-4	-2.6	6	-9	/	5
CC(C)CN1C(=O)C(=O)N(CC(=O)NC(C)CCc2ccccc2)C1=O (stereo not given)	-7	0.0	-1	/	-5	4	-8	/
Oc1ccc(Cl)cc1C1=NCCNC(C(F)(F)C(F)F)=C1	-11	/	2	/	/	3	-15	/
CCOC(=O)C(=O)N(C)c1c(CC)nc2c(OCCC3CCCCC3)cccn12	-15	0.0	-9	-2.3	-1	4	4	-3
CCCOc1ccc(CNC(=O)Cn2c(=O)oc3ccccc32)cc1	-6	0.0	-3	-1.9	3	2	12	6
Cc1onc(-c2ccccc2Cl)c1C(=O)NCCCc1ccccc1	4	0.2	0	0.5	8	-2	/	-5

Compound activity from PubChem BioAssay.
